Screens as filed in PubChem BioAssay.
APP 5'UTR act = activators of APP 5'UTR luciferase reporter, primary screen, SH-SY5Y cells | SH-SY5Y APP 5'UTR luciferase reporter, luminescence; zero percent = DMSO vehicle wells | activation, % at 2 µM | 190,000 tested, 1% active | AID 1276, 2008;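 active means activation above a set limit, based on mean plus 3 SD of controls, cut at about 140% in these data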; further: values of inactives mirror those of a sister screen read the other way
STAT3 blocker = IL-6 driven STAT3 reporter inhibitors, primary screen, U3A cells, luciferase, luminescence, MLSCN library; IL-6 STAT3-luciferase reporter; host cell line lacks STAT1; inhibition, % at 5.5 µM; 190,000 tested, 0.89% active; AID 862, 2007;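 active means inhibition above the mean inhibition across all screened compounds plus 3 SD, cut at about 44% in these data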;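 further: 0% = DMSO only wells and 100% = 100 µM nifuroxazide control wells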
NF-kB expr up = activators of NF-kB expression in neurons, primary screen, cell-based, HTS; human neuronal cells, NF-kB reporter expression; hits give high values; fold change at 12.5 µM; 190,000 tested, 1.6% active; AID 1239, 2008; in the data active means fold change above about 3.3
FLuc inhib CS = firefly luciferase enzyme inhibitors, primary screen, artefact control for luciferase-based inhibitor screens, biochemical, luminescence, ATPLite; 200,000 tested, 1.5% active; 10 min; inhibition, % at 10 µM;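 active means inhibition above about 50% when tested at 10 µM, limit read from the data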
Target sequence (P08659 whole entry, looked up): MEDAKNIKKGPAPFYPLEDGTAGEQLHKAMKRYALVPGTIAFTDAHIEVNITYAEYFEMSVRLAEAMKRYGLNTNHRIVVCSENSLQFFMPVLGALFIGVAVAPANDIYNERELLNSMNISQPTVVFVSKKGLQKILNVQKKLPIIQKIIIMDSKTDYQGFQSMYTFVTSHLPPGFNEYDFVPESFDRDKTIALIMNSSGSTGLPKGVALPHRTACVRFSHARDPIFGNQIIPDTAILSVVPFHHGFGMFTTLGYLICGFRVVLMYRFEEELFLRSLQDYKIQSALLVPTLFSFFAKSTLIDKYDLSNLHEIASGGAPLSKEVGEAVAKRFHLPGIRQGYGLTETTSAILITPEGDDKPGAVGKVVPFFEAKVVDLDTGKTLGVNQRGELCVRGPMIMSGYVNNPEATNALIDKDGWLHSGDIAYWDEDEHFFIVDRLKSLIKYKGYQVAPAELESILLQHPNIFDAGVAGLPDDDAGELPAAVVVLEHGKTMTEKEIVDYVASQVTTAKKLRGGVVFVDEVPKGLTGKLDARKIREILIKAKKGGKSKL
APP 5UTR inh = inhibitors of APP translation via 5'UTR reporter, primary screen, APP 5'UTR luciferase, SH-SY5Y cells. 190,000 tested, 0.82% active. SH-SY5Y APP 5'UTR-luciferase reporter, luminescence. inhibition, % at 2 µM;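 active means inhibition above a set limit, derived from the sample mean plus 3 SD, cut at about 45% in these data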; further: values of inactives mirror those of a sister screen read the other way
FLuc stim CS = FLuc activators, initial screening, artefact control for FLuc-dependent activation tests, biochemical, ATPlite luminescence. Luciferin 4-monooxygenase (Photinus pyralis), P08659. ATPlite luciferase biochemical, 10 min; 0 = ATP-free wells, 1 = DMSO control. activation factor at 10 µM. 200,000 tested, under 10 active;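 active means luciferase activation factor, scaled between plate controls, of at least 2 with compound at 10 µM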
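Material: Luciferase/luciferin reagent mix | Doses: Test compounds dosed from 2 mM stocks in 100% DMSO | Timing: 10 min incubation after luciferase reagent addition, room temperature | Measured by: Luminescence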
STAT3 act = IL-6 driven STAT3 reporter potentiators, primary screen, U3A cells, luciferase, luminescence, MLSCN library. IL-6 STAT3-luciferase reporter; 100% = signal with IL-6 EC80 alone. activation (% of control), % at 5.6 µM. 190,000 tested, 0.91% active. AID 871, 2007;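 active means activation above the screen-wide mean of compound activation plus 3 SD, cut at about 130% in these data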;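 further: 0% = background luminescence of wells with medium and substrate only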
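System – human U3A cells carrying STAT3-luciferase construct · Probe or stimulus – Interleukin-6, 33 ng/mL · Schedule – compound 1 h, then IL-6 6 h at 37 °C · Signal – luminescence from STAT3-driven luciferase reporter · Evaluation – percent of IL-6-only median luminescence · Benchmarks – IL-6-only high control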
STAT1 blocker = STAT1 signaling inhibitors, primary screen, cell-based, HTS, luciferase reporter; NIH 3T3 STAT1-luciferase reporter, IFN-gamma, luminescence; inhibition, % at 5.5 µM; 200,000 tested, 0.35% active; AID 920, 2007;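 active means inhibition above a set limit, the mean inhibition across all tested compounds plus 3 SD, cut at about 34% in these data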;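 further: 0% = IFN-gamma with DMSO and 100% = IFN-gamma with 300 µM nifuroxazide; values of inactives mirror those of a sister screen read the other way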
STAT1 act = STAT1 signaling activators, primary screen, cell-based, HTS, luciferase reporter | NIH 3T3 STAT1-luciferase reporter, IFN-gamma, luminescence; 100% = IFN-gamma alone, no compound | 200,000 tested, 2.6% active | activation (% of control), % at 5.5 µM | AID 932, 2007;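 active means activation above the screen-wide mean activation plus 3 SD, cut at about 130% in these data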;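 further: raw ratio to IFN-gamma control signal so 100% means no change and 0% no light; values of inactives mirror those of a sister screen read the other way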
ROMK primary = ROMK potassium channel modulators, primary screen, cell-based, thallium flux, MLSMR library. Tet-inducible ROMK, thallium flux fluorescence; actives lie on both sides. B-score at 10 µM. 130,000 tested, 2% active. AID 1918, 2009;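 active means signal ratio slope over the read window, or its plate-corrected B-score, at least 3 SD from the plate mean, either direction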;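 further: B-score of the F/F0 ratio slope over 7 to 12 s after thallium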
Target sequence (P48048 whole entry, looked up): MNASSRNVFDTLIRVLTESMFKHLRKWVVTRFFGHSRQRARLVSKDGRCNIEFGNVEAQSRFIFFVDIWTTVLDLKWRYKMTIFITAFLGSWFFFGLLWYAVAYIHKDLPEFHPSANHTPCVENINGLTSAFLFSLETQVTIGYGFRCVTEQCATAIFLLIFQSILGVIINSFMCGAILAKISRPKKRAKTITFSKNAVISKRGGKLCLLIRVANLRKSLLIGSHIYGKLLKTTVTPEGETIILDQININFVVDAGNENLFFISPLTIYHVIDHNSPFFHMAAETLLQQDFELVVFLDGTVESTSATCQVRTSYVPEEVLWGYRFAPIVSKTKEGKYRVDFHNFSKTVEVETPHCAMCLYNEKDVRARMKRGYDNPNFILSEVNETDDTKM
Active calls of the source: *; . = not tested or not shown.

Start of the listing, in advance:
SMILES	APP 5'UTR act	STAT3 blocker	NF-kB expr up	FLuc inhib CS	APP 5UTR inh	FLuc stim CS	STAT3 act	STAT1 blocker	STAT1 act	ROMK primary
CCCC(C)C(=O)NCc1ccc2c(c1)OCO2 (configuration not stated)	-4	0	1.1	-5	4	1.1	105	7	93	0.041
CCOC(=O)C1CCN(C(=O)CN(c2ccc(OC)cc2)S(=O)(=O)c2c(C)nn(C)c2C)CC1	.	8	1.4	-8	.	1.1	101	6	95	.
COc1cc(C(=O)NC(=S)N(C)Cc2ccccc2)cc(OC)c1OC	3	6	1.6	1	-3	1	103	3	98	-0.66
O=C(COC(=O)c1ccc(Cl)c(S(=O)(=O)N2CCCCC2)c1)NCC1CCCO1 (configuration not stated)	0	4	1.1	-4	0	1	102	12	89	0.03
CCn1nc(C)c(NS(=O)(=O)c2ccccc2)c1C	7	5	0.92	-4	-7	1	96	3	97	0.35
Cc1c(O)c(CN2CCCC2)cc2c3c(c(=O)oc12)CCC3	-7	14	0.95	-4	7	1	91	-8	108	.
CNC(=S)N(CCc1ccc(OC)c(OC)c1)Cc1cc2c(C)cc(C)cc2[nH]c1=O	8	-4	0.98	-9	-8	1.1	102	0	100	-0.92

The listing, from the start:
SMILES	APP 5'UTR act	STAT3 blocker	NF-kB expr up	FLuc inhib CS	APP 5UTR inh	FLuc stim CS	STAT3 act	STAT1 blocker	STAT1 act	ROMK primary
CCCC(C)C(=O)NCc1ccc2c(c1)OCO2 (configuration not stated)	-4	0	1.1	-5	4	1.1	105	7	93	0.041
CCOC(=O)C1CCN(C(=O)CN(c2ccc(OC)cc2)S(=O)(=O)c2c(C)nn(C)c2C)CC1	.	8	1.4	-8	.	1.1	101	6	95	.
COc1cc(C(=O)NC(=S)N(C)Cc2ccccc2)cc(OC)c1OC	3	6	1.6	1	-3	1	103	3	98	-0.66
O=C(COC(=O)c1ccc(Cl)c(S(=O)(=O)N2CCCCC2)c1)NCC1CCCO1 (configuration not stated)	0	4	1.1	-4	0	1	102	12	89	0.03
CCn1nc(C)c(NS(=O)(=O)c2ccccc2)c1C	7	5	0.92	-4	-7	1	96	3	97	0.35
Cc1c(O)c(CN2CCCC2)cc2c3c(c(=O)oc12)CCC3	-7	14	0.95	-4	7	1	91	-8	108	.
CNC(=S)N(CCc1ccc(OC)c(OC)c1)Cc1cc2c(C)cc(C)cc2[nH]c1=O	8	-4	0.98	-9	-8	1.1	102	0	100	-0.92
Cc1ccc(SCCC(=O)NCCSCc2ccco2)cc1	0	4	1.1	-4	0	1	102	2	96	-0.69
Cc1ccc(C(=O)Nc2nnc(-c3ccncc3)o2)cc1	16	-5	1	2	-16	1	105	-14	110	0.23
O=C(NCc1ccco1)c1ccccc1Nc1ccc(F)cc1	13	2	0.83	-6	-13	1.1	101	5	96	-0.88
CCOC(=O)CC(=O)Nc1nnc(CC(C)C)s1	5	8	1.3	-5	-5	1.1	98	-4	105	.
O=C1CCN(C(=O)c2ccccc2)C2CCCCC12 (configuration not stated)	-16	24	0.89	-8	16	1.1	84	13	87	.
Cc1ccc2cc(C(=O)O)c(C)nc2c1	18	5	1	-3	-18	1	100	-2	102	.
CC(=NCc1ccco1)c1c(C(F)(F)F)[nH]n(-c2nc3ccccc3s2)c1=O	43	24	0.68	24	-43	0.8	84	-29	127	-0.0034
Cc1nnc(SCC(=O)Nc2ccccc2C(=O)NC2CC2)s1	-7	6	0.92	-2	7	1	97	2	98	.
Cc1cc(N/N=C/c2ccc(Cl)cc2Cl)nc(NCc2ccccc2)n1	10	-12	0.65	4	-10	1	105	11	90	.
N#C/C(=C/c1ccc(N2CCOCC2)o1)c1nc2ccccc2[nH]1	158*	40	2.8	82*	-158	0.2	68	-53	149*	.
N#C/C(=C\c1ccc(C(=O)O)cc1)S(=O)(=O)c1cc(Br)ccc1Br	9	-3	1.2	-8	-8	1.1	109	7	92	0.58
N#CC1(C#N)COC23CCCCC2C1(C#N)C(=N)O3 (configuration not stated)	0	8	1.2	-5	0	1	97	13	88	.
Cc1ccc(C)c(S(=O)(=O)Nc2ccccc2C(=O)Nc2cc(C)on2)c1	-18	-1	1.1	-4	18	1	106	5	96	.
CC1Cc2nc(SCC(=O)N3CCc4ccccc43)n(C)c(=O)c2S1 (configuration not stated)	14	6	0.66	-2	-14	1	98	3	97	.
CCOc1ccc(-n2nc3ccc(NC(=O)c4ccc5c(c4)OCCO5)cc3n2)cc1	-24	-2	1.3	-4	24	1	104	-9	108	.
Cc1ccc(S(=O)(=O)Nc2ccc(NC(=O)c3ccc(F)cc3)cc2)cc1	-1	-2	1.1	-4	1	1	102	-11	111	0.12
O=C(Cn1c(C(=O)NCC2CCCO2)cc2sccc21)c1ccccc1 (configuration not stated)	1	5	0.75	-5	-1	1.1	100	8	93	.
O=C(CCC1CC(=O)Nc2ccccc21)NCc1ccccc1 (configuration not stated)	0	2	1	-4	0	1	102	-2	102	1.9
Cn1c(=O)c2c(nc(NCCCO)n2C/C=C/c2ccccc2)n(C)c1=O	-8	1	0.67	-21	8	1.2	102	1	99	.
CC(C)CN(C(=O)C(c1ccccc1)c1ccccc1)c1c(N)n(CC(C)C)c(=O)[nH]c1=O	4	16	1.1	0	-4	1	93	10	91	-0.0065
CCOc1ccccc1NC(=O)N1C2CCCC1CC(NC(=O)C1CC1)C2 (configuration not stated)	10	-3	1.1	-7	-10	1.1	107	6	94	0.65
CC12CC(NC(=O)N1c1ccc(C(=O)N3CCN(c4ccc(F)cc4)CC3)cc1)c1ccccc1O2 (configuration not stated)	5	11	0.59	-24	-5	1.2	95	-3	102	0.79
CCCCC(CC)C(=O)NCC(C)NC(=O)C(CC)CCCC (configuration not stated)	15	-10	0.89	-1	-15	1	109	-2	102	.
O=[N+]([O-])c1ccccc1S(=O)(=O)NCc1ccco1	33	2	0.72	-4	-33	1	107	-8	108	1.3
Cc1ccc(NC(=O)c2cnn(C)c2)cc1[N+](=O)[O-]	-4	17	1.1	1	4	1	85	6	94	0.019
Cn1c(=O)c2c(nc(CN3CCOCC3)n2CC(O)CO)n(C)c1=O (configuration not stated)	9	7	1.3	-2	-9	1	96	1	99	.
C/C(=N/OCO/N=C(\C)c1ccc(F)cc1F)c1ccc(F)cc1F	-7	-13	1.2	-4	8	1	110	4	96	.
CC1(C)NC(=O)N(CC(O)COc2cccc(F)c2)C1=O (configuration not stated)	-10	5	0.99	-6	10	1.1	100	0	100	.
COC(=O)c1ccc(COc2ccc(C3C4=C(CCCC4=O)Nc4onc(C)c43)cc2)cc1 (configuration not stated)	-15	9	1.1	-4	15	1	95	-2	102	-0.61
CCOC(=O)/C(=C/c1c2ccccc2cc2ccccc12)NC(=O)c1ccccc1	-16	15	0.62	-4	16	1	97	-3	102	.
CCCCCCCCSc1n[nH]c(N)n1	-10	-11	1.1	1	10	1	107	-4	104	-0.78
O=C(COc1ccccc1)Nc1ccc(S(=O)(=O)N2CCOCC2)cc1	4	12	1.1	-3	-4	1	97	2	98	0.25
CCCCCC(=O)NNC(=O)c1ccc(F)cc1	6	-4	1.1	-12	-6	1.1	102	-1	101	0.74
COC(=O)c1cc(NC(=O)CC2SCCNC2=O)cc(C(=O)OC)c1 (configuration not stated)	13	16	1.2	-2	-13	1	89	2	98	.
CC(C)N1CCN(Cc2cnc(N3CCCC3)s2)CC1CCO (configuration not stated)	-18	-2	0.95	-2	18	1	106	-3	102	0.66
COc1ccc(-c2[nH]ncc2CN2C[C@@H]3CCC[C@H]2C3)c(F)c1	7	0	1.1	-6	-7	1.1	105	2	97	-0.31
CC(C)=CCN1CCN(CCCn2cccn2)CC1CCO (configuration not stated)	14	0	1	-11	-14	1.1	102	-11	108	-0.026
CCCc1nc2ccccc2c(=O)n1-c1c(C)n(C)n(-c2ccccc2)c1=O	76	-5	1.1	-4	-76	1	107	-1	102	0.52
CCOc1ccccc1NC(=O)C(OC(=O)c1cc(C)oc1C)c1ccccc1 (configuration not stated)	1	-10	0.85	-1	-2	1	108	1	100	.
Cc1nn2c(C(F)(F)F)cc(-c3ccc(Cl)cc3)nc2c1C(=O)N1CCOCC1	10	-4	0.95	-2	-10	1	108	7	94	0.91
COc1cc(C=C2C(=O)OC(C)(C)OC2=O)ccc1OCC(=O)Nc1ccccc1	12	2	2.5	44	-12	0.6	102	-26	122	-0.0051
CN(C)c1nc(N)nc(CSc2nnnn2-c2cccc3ccccc23)n1	-4	22	0.77	-8	4	1.1	83	28	74	.
COc1ccc(N2C(=O)CSCC2=O)cc1OC	9	-1	1.2	0	-10	1	107	6	93	1.4
CCOC1OC(=O)C(Cl)=C1Nc1ccc(C)cc1 (configuration not stated)	-4	-3	1.3	-3	4	1	103	-5	105	-1.2
COc1ccc(CN2CCN(CCC(C)C)C(CCO)C2)cc1Cn1cncn1 (configuration not stated)	15	-4	1.1	-5	-15	1	104	10	90	0.9
COC(=O)c1cn(NC(=O)C2CCCO2)c(=O)c2ccccc12 (configuration not stated)	-1	8	1.2	-2	1	1	96	11	90	1.3
O=C(COC(=O)c1cc[n+]([O-])cc1)NCCc1ccc(Cl)cc1Cl	-19	-7	0.93	-2	19	1	107	2	97	-0.42
OC(CNCCC(c1ccccc1)c1ccccc1)COc1ccccc1 (configuration not stated)	26	-3	0.71	-9	-26	1.1	106	-2	100	-2.4
O=C(CCn1c(=O)[nH]c2ccccc2c1=O)NCCSCc1ccccc1	4	9	1.1	-4	-4	1	97	3	96	.
COC(=O)c1ccccc1NC(=O)N1CCCC1	23	2	0.99	-4	-23	1	101	-1	101	-0.45
COc1cccc(C(c2c(NC(=O)c3ccccc3)sc(C)c2C)N2CCN(C)CC2)c1 (configuration not stated)	-5	-10	0.76	-2	4	1	104	-11	110	.
c1cncc(-c2nc3c(ccc4ccccc43)[nH]2)c1	27	-1	0.97	9	-27	0.9	107	-24	122	-0.53
CC(C)Nc1nc(NC(C)C)nc(NS(=O)(=O)c2ccc(N)cc2)n1	7	6	1.1	-4	-7	1	97	-3	103	0.45

Continuation.
SMILES	APP 5'UTR act	STAT3 blocker	NF-kB expr up	FLuc inhib CS	APP 5UTR inh	FLuc stim CS	STAT3 act	STAT1 blocker	STAT1 act	ROMK primary
N=C1/C(=C\c2ccc(SCc3ccco3)o2)C(=O)N=C2SC=NN12	-4	6	0.95	44	4	0.6	103	-3	96	.
FC(F)(F)c1nnc(-c2ccccc2)nc1Oc1ccc(Cl)cc1Cl	11	12	1.1	-6	-11	1.1	96	0	100	-0.34
CC(=O)CC(=O)Nc1ccccc1NC(C)=O	4	-2	0.89	-7	-4	1.1	104	1	99	-0.00083
COc1cccc(C(=O)N2CCN(Cc3cn[nH]c3-c3ccc(F)cc3F)CC2)c1	0	-6	1	-7	0	1.1	109	-2	101	0.011
